Assay outcomes as filed in PubChem BioAssay.
Pol kappa inh: DNA polymerase kappa (human) inhibition | purified Pol kappa, fluorescent DNA synthesis assay, 10 min | Potency, µM (highest dose often 107 µM), inactives show at the top dose activity, negative = inhibition, usual class: inhibitors | 400,000 compounds, 0.53% hits | Q9UBT6; note: % is set by controls: 0 for no effect and ±100 for the full control effect
Target sequence (Q9UBT6 whole entry, looked up): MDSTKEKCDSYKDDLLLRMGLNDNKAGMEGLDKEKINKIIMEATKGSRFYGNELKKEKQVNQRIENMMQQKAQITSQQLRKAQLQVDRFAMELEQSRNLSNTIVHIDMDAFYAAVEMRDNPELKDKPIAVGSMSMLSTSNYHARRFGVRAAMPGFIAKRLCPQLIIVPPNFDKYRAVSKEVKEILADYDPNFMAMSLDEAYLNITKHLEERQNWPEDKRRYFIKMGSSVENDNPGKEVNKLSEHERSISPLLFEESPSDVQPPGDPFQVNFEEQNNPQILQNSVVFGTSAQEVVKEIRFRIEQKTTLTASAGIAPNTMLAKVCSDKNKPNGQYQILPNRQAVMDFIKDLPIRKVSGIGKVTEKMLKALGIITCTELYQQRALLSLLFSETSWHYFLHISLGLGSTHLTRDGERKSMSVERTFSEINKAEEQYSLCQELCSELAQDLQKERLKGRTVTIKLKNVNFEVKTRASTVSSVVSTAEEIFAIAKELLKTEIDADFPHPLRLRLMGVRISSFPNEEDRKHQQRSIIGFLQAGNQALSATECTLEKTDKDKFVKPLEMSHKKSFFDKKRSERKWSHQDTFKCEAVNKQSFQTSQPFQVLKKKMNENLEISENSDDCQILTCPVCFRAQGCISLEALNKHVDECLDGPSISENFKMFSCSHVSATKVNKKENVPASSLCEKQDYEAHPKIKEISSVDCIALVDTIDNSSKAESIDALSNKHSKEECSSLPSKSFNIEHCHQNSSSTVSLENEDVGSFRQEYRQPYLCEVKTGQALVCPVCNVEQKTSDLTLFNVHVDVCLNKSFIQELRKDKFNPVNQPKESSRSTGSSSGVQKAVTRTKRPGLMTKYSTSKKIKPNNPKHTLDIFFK
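Activity was followed as the change in fluorescence between reads at 0 and 10 min after starting the reaction with 50 nM substrate. Beforehand, 10 nM polymerase had been preincubated with compound for 15 min at room temperature.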
Apoferritin bind: candidate novel general anesthetic via apoferritin binding | P02791 | 350,000 compounds, 0.074% hits | apoferritin/1-aminoanthracene competitive binding, fluorescence | Potency, µM (series often up to 77.5 µM), without a hit: top-dose activity change, negative = displacement, most hits filed as inhibitors; note: % is set by controls: 0 for no effect and ±100 for the full control effect; nearly all actives have a fitted effect of over 20% in size
Target sequence (P02791 2-175 limits assumed): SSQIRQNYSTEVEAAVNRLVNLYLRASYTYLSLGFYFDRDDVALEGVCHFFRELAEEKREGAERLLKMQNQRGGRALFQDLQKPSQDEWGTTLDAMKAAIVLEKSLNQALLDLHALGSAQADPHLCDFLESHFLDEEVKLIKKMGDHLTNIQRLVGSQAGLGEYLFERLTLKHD
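Concentration-response curves derived by four-parameter Hill fitting of normalized fluorescence, where compounds displaced 1-AMA from 10 uM horse apoferritin following a brief 10 min room-temperature incubation; propofol titration acted as positive control.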
G9a block: G9a (human) methyltransferase inhibition; G9a H3K9 monomethylation, AlphaScreen, 2 h; Q96KQ7; 350,000 compounds, 8.8% hits; AID 504332; Potency, µM (highest dose often 102 µM), for inactives: top-dose activity, negative = inhibition, usual class: inhibitors; note: % is set by controls: 0 for no effect and ±100 for the full control effect; nearly all actives have a fitted effect of over 75% in size
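Chemiluminescent proximity detection of H3K9 monomethylation, read after 10 min bead incubation in the dark. Reaction: 20 nM G9a, 500 nM biotin-H3K9 peptide, 20 uM SAM cofactor, 2 h, room temperature, following 15 min enzyme-compound preincubation.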
BLM helicase inh: blocks DNA unwinding by human BLM helicase | P54132 | recombinant BLM DNA unwinding, fluorescence dequenching | Potency, µM (series often up to 56.1 µM), without a hit: at the highest dose activity change, negative = inhibition, most hits filed as inhibitors | 350,000 compounds, 0.2% hits;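 note: plate controls were vehicle for no effect and no enzyme for full effect; nearly all actives have a fitted effect of over 35% in size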
Pol eta inh: DNA polymerase eta (human) inhibition; 390,000 compounds, 1.2% hits; recombinant Pol eta, fluorescent DNA replication assay; Q9Y253; Potency, µM (series often up to 114 µM), inactives show top-dose activity change, negative = inhibition, actives largely listed as inhibitors; note: % is set by controls: 0 for no effect and ±100 for the full control effect
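Pol eta at 10 nM preincubated with compounds 15 min at room temperature; reaction started with fluorescent substrate (50 nM final) and read kinetically at 0 and 10 min.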
Pol iota inh: inhibitors of human DNA polymerase iota. Q9UNA4. Pol iota fluorescent replication assay, 10 min. Potency, µM (series often up to 115 µM), without a hit: at the highest dose activity, negative = inhibition, most hits filed as inhibitors. 390,000 compounds, 1% hits
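Fluorescent replication assay read twice, at 0 min and 10 min after adding 50 nM (final) substrate. Enzyme (10 nM) and compounds were first incubated 15 min at room temperature; enzyme-free buffer wells were negative controls.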
Pol beta inh: DNA polymerase beta (human) inhibition; P06746; Pol beta primer extension/strand displacement, fluorescence kinetic; Potency, µM (top dose mostly 114 µM), for inactives: at the top dose activity change, negative = inhibition, hits mostly inhibitors; 340,000 compounds, 1.3% hits; AID 485314; note: % is set by controls: 0 for no effect and ±100 for the full control effect
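Pol beta (10 nM) and compounds were preincubated 15 min at room temperature, then 50 nM substrate (final) started primer extension/strand displacement. Reads were taken at 0 and 10 min; concentration-response data were fitted to a four-parameter Hill equation.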
BAZ2B block: BAZ2B (human) inhibition; Q9UIF8; 360,000 compounds, 4.4% hits; Potency, µM (series often up to 114 µM), for inactives: top-dose activity change, negative = inhibition, actives largely listed as inhibitors; AlphaScreen BAZ2B-H3K14Ac peptide displacement; note: % is set by controls: 0 for no effect and ±100 for the full control effect; nearly all actives have a fitted effect of over 60% in size
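In this displacement format the biotinylated H3(5-23) peptide acetylated at Lys14 serves as ligand at 50 nM, with BAZ2B at 50 nM in PBS pH 7.4 containing 0.01% Tween-20. Donor and acceptor beads are 10 ug/mL final.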
APEX1 inh: inhibitors of human APE1 endonuclease; P27695; recombinant APE1, TAMRA/BHQ-2 abasic DNA cleavage fluorescence; Potency, µM (titrated, usually from 65.8 µM), inactives show at the top dose activity change, negative = inhibition, usual class: inhibitors; 350,000 compounds, 0.35% hits;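 note: plate controls were vehicle for no effect and reference inhibitor for full effect; nearly all actives have a fitted effect of over 55% in size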
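Measures dequenching upon AP-site incision of a 5'-TAMRA/3'-BHQ-2 THF-containing duplex, 50 nM; human APE1 0.75 nM after 15 min room-temperature exposure to compound; kinetic three-point read at one-minute spacing.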
* hit, by the source's call; ? = inconclusive; / = not tested or not shown; [ ] = dose if it differs, or a comment. Calls come from the whole dose curve; as a rule, active = well fitted curve in the direction sought with a large enough effect; inconclusive = small, poorly fitted or top-dose-only effect, or another doubt; inactive = no such curve, though single readings can be large; an effect the other way counts as inactive or inconclusive. Potency is the fitted concentration of half-maximal effect. Not all compounds are listed (hit frequency here may not be typical).

The line under a structure holds: Pol kappa inh | Apoferritin bind | G9a block | BLM helicase inh | Pol eta inh | Pol iota inh | Pol beta inh | BAZ2B block | APEX1 inh
O=C(CSc1ccc2ccccc2n1)N/N=C/c1ccc(O)cc1
  3% | ? | / | -4% | -10% | 8% | 14% | -2% | -3%
Cc1cc2cc(CN(CCCN3CCOCC3)C(=O)NC3CCCCC3)c(=O)[nH]c2cc1C
  2% | -3% | 14µM* | -9% | -4% | 5% | 2% | 7% | 14%
O=C(COc1ccccc1[N+](=O)[O-])N1CCC(c2nc3ccccc3o2)CC1
  5% | -11% | 9%[59 µM] | -3% | -16% | 18% | 11% | -15% | /
CCO[C@H]1OC(C(=O)N2CCOCC2)=C[C@@H](c2cn(C(C)=O)c3ccccc23)[C@@H]1CCCO
  22% | -4% | 4%[59 µM] | 1% | -5% | -24% | 52% | 3% | 18%
CCCCc1ccc(C(=O)NC(C(=O)O)C(C)C)cc1 (stereo unspecified)
  2% | -13% | -30%[59 µM] | 0% | 4% | -4%[58.9 µM] | 0% | 7% | ?
COCC(C)Nc1ccc(S(=O)(=O)N2CCCC2)cc1[N+](=O)[O-] (stereo unspecified)
  -4% | -16% | 21%[59 µM] | -2% | -1% | -11% | -2% | -17% | 0%
COC(=O)c1sccc1S(=O)(=O)Nc1ccc(Cl)cc1
  -6% | -13% | 7% | -6% | -1% | 4% | 21% | 4% | -10%
Cc1ccc(N(C(C)C(=O)O)S(=O)(=O)c2c(C)[nH]c(=O)[nH]c2=O)cc1 (stereo unspecified)
  -4% | -8% | ? | 3% | -16% | 4% | 35% | 13% | -7%
Cc1nn(-c2ccccc2)c(C)c1C(=O)OCC(N)=O
  4% | -6% | 2% | -2% | -16% | 21% | 11% | -2% | 0%
Cc1ccccc1NS(=O)(=O)c1ccc2[nH]cc(C(=O)NCCc3ccccc3)c(=O)c2c1
  -9%[60.1 µM] | -10% | -4%[12.7 µM] | 0% | 32µM* | ? | 45µM* | ? | -41%
COC(=O)c1ccc(C(=O)OC)c(NC(=S)N2CCCCC2)c1
  -8% | 42%[activator] | / | 1% | -3% | 7% | -3% | 2% | 8%
O=C(Nc1nc(-c2ccc(-c3ccccc3)cc2)cs1)C1=COCCO1
  -7% | -9% | -13% | -2% | -17% | 17% | -19% | -6% | -1%
Cc1ccc(-c2csc(NCCn3c(C)nc4cc(C(F)(F)F)ccc43)n2)cc1
  -4% | / | / | / | -30% | 63%[activator] | / | / | -4%
CC(C)c1ccccc1OCC(=O)NN1C(=O)c2ccccc2C1=O
  -1% | -16% | / | -9% | -12% | 89%[activator] | 27% | -16% | -5%
COc1ccc(NC(C)=O)cc1CNC(=O)COc1ccccc1C(=O)Nc1cccc(C)c1C
  5% | -23% | 23%[0.501 µM] | -3% | -14% | 14% | -4% | 7% | 17%
CSc1nc(Cl)cc(Nc2ccc(O)cc2)n1
  -11% | -8% | -11% | -8% | -11% | 29% | 3% | -13% | -4%
Cc1sc2ncn(CC(=O)NCC(=O)N(C)Cc3ccccc3)c(=O)c2c1C
  -5% | -9% | 4%[59 µM] | 3% | -19% | 5%[58.9 µM] | 0% | 3% | -2%
Nc1cc(=O)[nH]c(SCc2cccc(Cl)c2)n1
  1% | ? | 3% | -2% | 5% | 7% | 11% | 6% | -3%
COc1ccc(N/C=C(\[N+](=O)[O-])S(=O)(=O)c2ccccc2)cc1
  -2% | 25% | 22%[0.501 µM] | -13% | 1% | -12% | 0% | -12% | -3%
CC(C)OC(=O)CSc1nc(C(C)C)nc2ccccc12
  0% | -17% | -1% | -12% | -27% | 14% | -6% | -4% | -2%
COc1ccc(Nc2cc(C(=O)NC3CCCC3)c3ccccc3n2)cc1
  -7% | 286%[activator] | -2%[59 µM] | -2% | -22% | 22% | -1% | / | /
CCOC(=O)c1sc2nc(C)[nH]c(=S)c2c1C
  -5% | -3% | -4% | -2% | -19% | 12% | -13% | -28% | -1%
CC(=O)Nc1ccc(C2=CC(=O)CC(C)(C)C2)cc1
  -15% | / | 7%[0.501 µM] | / | -11% | -9% | / | 7% | 8%
CN(CC(=O)NC(=O)NCc1ccccc1)CC(=O)Nc1ccc(Cl)c(C(F)(F)F)c1
  -28% | / | -36% | / | -11% | 89µM* | / | -7% | -17%
C=CCn1c(SCc2c(C)noc2C)nc2sc3c(c2c1=O)CCCC3
  -15% | -10% | -2% | -7% | -14% | -10%[58.9 µM] | 10% | -3% | 11%
CSc1ccccc1NC(=S)N/N=C/c1cccn1Cc1cccc(C)c1
  -2% | 291%[activator] | 25µM* | -9% | -19% | 51%[activator] | 0% | 8.9µM* | -1%
CCCNC(=O)C1CCN(c2ccc(S(=O)(=O)N3CCOCC3)cc2Cl)CC1
  -5%[60.1 µM] | -14% | 4%[59 µM] | 1% | 13% | -13% | 0% | 0% | 4%
Cc1c(C)n(Cc2ccccc2)c2ncnc(Cl)c12
  -8%[60.1 µM] | ? | 32% | -5% | -10% | 9% | -19% | 45%[activator] | 48%[activator]
CCOC(=O)c1sc(NC(=O)C2CC(=O)N(c3ccc(C)cc3)C2)nc1C (stereo unspecified)
  -21% | ? | ? | -7% | -8% | -8% | ? | ? | -1%
CCOc1ccc(NC(=O)CN2CCN(c3ccc(F)cc3)CC2)cc1
  2% | -1% | 15% | -4% | -20% | -22% | 22% | -23% | 46%

The final 3 records of the section before are carried over, then new ones follow.
The line under a structure holds: Pol kappa inh | Apoferritin bind | G9a block | BLM helicase inh | Pol eta inh | Pol iota inh | Pol beta inh | BAZ2B block | APEX1 inh
Cc1c(C)n(Cc2ccccc2)c2ncnc(Cl)c12
  -8%[60.1 µM] | ? | 32% | -5% | -10% | 9% | -19% | 45%[activator] | 48%[activator]
CCOC(=O)c1sc(NC(=O)C2CC(=O)N(c3ccc(C)cc3)C2)nc1C (stereo unspecified)
  -21% | ? | ? | -7% | -8% | -8% | ? | ? | -1%
CCOc1ccc(NC(=O)CN2CCN(c3ccc(F)cc3)CC2)cc1
  2% | -1% | 15% | -4% | -20% | -22% | 22% | -23% | 46%
O=C(Nc1cc(S(=O)(=O)N2CCCCC2)ccc1Cl)c1ccncc1
  -4% | / | -23%[59 µM] | / | -18% | 48% | / | 1% | 1%
Cc1ccc(-c2noc(CNS(=O)(=O)c3ccc(F)cc3)n2)cc1
  -14% | -11% | -21%[59 µM] | -2% | 3% | -6% | 0% | -19% | /
CC(=O)Oc1ccc(/C=C2\C=C(c3ccc(C)cc3)OC2=O)cc1
  -10% | 0% | 8%[2.33 µM] | -1% | 11% | 18% | ? | -3% | 2%
Cc1ccc(C(=O)Oc2ccccc2N2CCOCC2)cc1
  1% | -2% | 24% | -3% | -17% | 136%[activator] | ? | 8% | -2%
Cc1ccc(-c2noc(CSc3nnc(Cc4cccs4)n3-c3ccccc3)n2)cc1
  -11% | -2% | -1%[59 µM] | -8% | -11% | -34% | 10% | 8% | -5%
FC(F)Oc1ccc(/C=N/n2c(Cc3ccc(Br)cc3)n[nH]c2=S)cc1
  -20% | ? | 2.8µM* | -7% | 3% | 43%[activator] | 11% | ? | 64%[activator]
CCOC(=O)c1c(NC(=O)C2(C)Cc3ccccc3C(=O)O2)sc2c1CCCC2 (stereo unspecified)
  -7% | -9% | ? | -3% | -13% | 7% | -4% | ? | -7%
O=C(NCc1ccccc1)NC1(C(=O)Nc2ccc3c(c2)OCCO3)CCCCC1
  -13% | -12% | -112% | -6% | -5% | 4% | 7% | 6% | 2%
COc1ccc(CCNC(=O)CCc2cn(Cc3ccccc3Cl)c3ccccc23)c(OC)c1
  -3% | 76%[activator] | ? | -7% | -22% | 11% | 2% | ? | /
O=C(Cc1ccccc1)c1c[nH]c(C(=O)O)c1
  -9% | 1% | -1% | -6% | -14% | 61%[activator] | -1% | -4% | -2%
Nc1nc(-c2cccnc2)nn1C(=O)c1ccc(Cl)cc1
  3% | 4% | -3% | -4% | -19% | -20% | 0% | -20% | -9%
CCCNC(=O)c1ccccc1NC(=O)C1COc2ccccc2O1 (stereo unspecified)
  5% | -12% | 11% | -3% | 5% | 17% | 16% | 11% | -11%
CCc1nn(C(CC)C(=O)NCc2ccc(F)cc2)c(=O)c2cc3occc3n12 (stereo unspecified)
  -4% | -17% | -5%[59 µM] | 0% | -16% | 43%[activator] | 15% | -8% | /
O=S(=O)(c1ccc(F)cc1)N1CCN(S(=O)(=O)c2cc(F)ccc2F)CC1
  -2% | -1% | 21%[0.501 µM] | -2% | -19% | 123%[activator] | 20% | -5% | 25%
O=C(Cc1c(C(=O)O)[nH]c2ccc(Cl)cc12)Nc1ccc2c(c1)OCCO2
  -13% | -9% | -4% | -4% | -16% | 18% | 2% | 2% | 3%
O=C(CSc1n[nH]c(-c2ccccc2)n1)N1CCOCC1
  10% | 2% | 3% | -2% | -7% | -2% | 29% | ? | 8%
COc1ccc(NC(=O)CN(C)C(=O)CCNC(=O)c2ccccc2OC)cc1
  -13% | / | 26%[59 µM] | / | -9% | 4% | / | -3% | -13%
O=C(c1ccc(CSc2nc3ccncc3n2Cc2ccccc2)cc1)N1CCCCCC1
  -6% | ? | -4%[59 µM] | -9% | -19% | 14% | -13% | -14% | /
CCc1ccccc1N(CC)C(=O)C(=O)Nc1ccc2nc3n(c(=O)c2c1)CCCCC3
  -2% | ? | -29%[59 µM] | -3% | -11% | 31%[activator] | 42% | -12% | /
CCC(CC)C(=O)c1c[nH]c(C(=O)N2CCN(c3ccccc3)CC2)c1
  -5% | -2% | 14%[59 µM] | -6% | -14% | 82%[activator] | 22% | 3% | -7%
Cc1ccc2[nH]c(O)c(N=NC(=O)C3CC3c3ccccc3)c2c1Br (stereo unspecified)
  4% | -2% | -6%[59 µM] | -3% | -1% | 30% | 30% | 5% | 6%
COc1ccc(C(=O)Nc2ccnn2C2CCN(C(=O)c3cnsn3)CC2)cc1
  0% | -7% | 35% | -3% | -6% | 26% | 23% | -10% | 45%[activator]
Cc1ccc(C2C(C#N)=C(N)N(c3ncn[nH]3)C3=C2C(=O)CC(C)(C)C3)cc1 (stereo unspecified)
  0% | -14% | ? | 3% | 1% | 7% | 9% | -24% | -4%
Cc1cccc(OCC(=O)NCCCNC(=O)c2ccccn2)c1
  -2% | 1% | 16% | -3% | -17% | 10% | 102% | 1% | 9%
CCC1SC(=NC(=O)c2ccc(Cl)c(Cl)c2)NC1=O (stereo unspecified)
  -5% | -13% | ? | -1% | -11% | -2% | -4% | ? | 13%
